# Screening data (PubChem)
# HIF-2a block = HIF-2a inhibition | 786-0 RCC cells HIF-2a reporter, luciferase luminescence, overnight | inhibition, % at 18.8 µM | 360,000 compounds, 0.72% hits | AID 624352;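 active = inhibition of the luminescence signal of 40% or more relative to plate controls, in a single-dose primary screen at 18.75 µM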
# CaV13 FRET inh = Disruptors of the CACNA1D IQ motif to Ca2+-dependent inactivation inhibitor domain association, primary screening, Förster resonance energy transfer in intact living …. AID 743397. inhibition, % at 12.3 µM. HEK cells, CFP/YFP FRET ICDI-IQ, plate reader, 10 min; percent FRET-ratio fall versus neutral wells. 340,000 compounds, 0.098% hits;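 active = mean replicate inhibition of at least 30% and at least 1% of replicates passing that level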;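 note: 0% = median of the neutral control wells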
# Vif inh = blocks HIV Vif function | HEK293T cells, Vif self-association by quenched fluorescence, imaging, 24 h | inhibition, % at 7.49 µM | 340,000 compounds, 0.35% hits; in the data active = inhibition above about 50%, passing the limit was not always enough; note: some results filed as inactive read as strong as hits
# NR2E3 ag-1 = human photoreceptor-specific nuclear receptor agonism | Q9Y5X4 | AID 602229 | inhibition of corepressor binding, % at 3.98 µM | 360,000 compounds, 0.35% hits | CHO-S Gal4-NCOR/VP16-NR2E3 two-hybrid, luciferase;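 active = inhibition above the mean of all tested compounds plus 3 SD, cut at about 70% in these data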;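 note: 0% = DMSO with NR2E3 transfected cells and 100% = cells lacking NR2E3 construct; higher means lower luciferase signal from less NR2E3 corepressor binding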
# Target sequence (Q9Y5X4 whole entry, looked up, the tested form may be a part): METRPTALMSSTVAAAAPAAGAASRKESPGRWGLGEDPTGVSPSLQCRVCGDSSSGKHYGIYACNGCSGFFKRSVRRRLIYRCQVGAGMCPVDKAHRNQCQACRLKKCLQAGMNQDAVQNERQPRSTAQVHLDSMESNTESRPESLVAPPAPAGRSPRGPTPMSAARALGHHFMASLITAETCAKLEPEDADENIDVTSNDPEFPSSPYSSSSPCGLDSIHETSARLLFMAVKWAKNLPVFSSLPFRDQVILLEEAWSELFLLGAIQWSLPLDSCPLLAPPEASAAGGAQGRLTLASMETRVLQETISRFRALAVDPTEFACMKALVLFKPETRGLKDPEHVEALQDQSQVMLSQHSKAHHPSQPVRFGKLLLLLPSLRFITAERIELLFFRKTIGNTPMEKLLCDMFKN
# Shn3 inh set2 = reduces Shn3 3'UTR luciferase signal in osteoblasts; Clone20 osteoblast Shn3 3'UTR firefly luciferase, 24 h; inhibition, % at 12.5 µM; 360,000 compounds, 0.52% hits; AID 588674;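 active = mean inhibition of at least 75% with every replicate also reaching 75%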;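 note: 0% = median of neutral control wells and 100% = pilot-screen positive control compound; some compounds past the cut are filed as inactive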
# MITF TRPM1 inh = reduces MITF-dependent TRPM1 promoter luciferase signal. SK-MEL-5 TRPM1 promoter luciferase, 24 h. inhibition, % at 12.5 µM. 330,000 compounds, 0.83% hits. AID 488899;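 active = mean inhibition across replicates of 60% or more, whatever share of single replicates reaches that level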; note: values of inactives mirror those of a sister screen read the other way
# CF NFkB inh = cystic fibrosis NF-kB activation inhibition | AID 588850 | 360,000 compounds, 0.86% hits | KKLEB NF-kB-GFP reporter, PAF-induced, GFP fluorescence overnight | inhibition, % at 5 µM;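 active = at least 50% inhibition at 5 µM, scaled per plate between neutral and stimulator controls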;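 note: PAF is a Pseudomonas aeruginosa culture filtrate used as stimulus; plate controls were PAF-stimulated DMSO wells for no effect and unstimulated DMSO wells for full effect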
# PDI turbidity = inhibitors of human protein disulfide isomerase | PDI insulin aggregation turbidity, A650, 90 min | P07237 | 350,000 compounds, 0.052% hits | inhibition, % at 10 µM;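 active = mean inhibition across replicates of 30% or more, whatever share of single replicates reach that level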;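 note: absorbance from insulin aggregation driven by PDI reduction with DTT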
# Target sequence (P07237 whole entry, looked up): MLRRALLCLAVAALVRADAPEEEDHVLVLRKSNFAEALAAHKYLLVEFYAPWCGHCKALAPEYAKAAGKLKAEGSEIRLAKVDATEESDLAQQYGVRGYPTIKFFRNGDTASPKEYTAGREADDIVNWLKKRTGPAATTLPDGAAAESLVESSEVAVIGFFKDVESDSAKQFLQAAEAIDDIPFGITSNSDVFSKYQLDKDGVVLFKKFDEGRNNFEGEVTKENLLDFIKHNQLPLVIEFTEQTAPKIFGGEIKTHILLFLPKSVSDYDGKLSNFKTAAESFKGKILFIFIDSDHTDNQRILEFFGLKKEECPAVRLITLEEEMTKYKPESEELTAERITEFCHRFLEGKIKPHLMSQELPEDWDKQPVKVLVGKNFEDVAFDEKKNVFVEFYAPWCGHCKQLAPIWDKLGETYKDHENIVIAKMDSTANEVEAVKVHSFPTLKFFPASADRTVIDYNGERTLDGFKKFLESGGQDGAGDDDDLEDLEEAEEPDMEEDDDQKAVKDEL
# KKLEB cytotox = counter-screen for CF NF-kB inhibitors: cytotoxicity. KKLEB CF airway cells viability, ATPlite luminescence, overnight; active compounds read low; cells stimulated with P. aeruginosa culture filtrate. activity change (cytotoxicity), % at 5 µM. 360,000 compounds, 0.36% hits. AID 602141;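 active = corrected activity change at or below -50% at 5 µM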
# Peg3 promoter = reduces Peg3 promoter-driven luciferase expression in HeLa | inhibition, % at 20 µM | HeLa PEG-Prom luciferase reporter, luminescence, overnight | AID 588405 | 360,000 compounds, 1.7% hits;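 active = inhibition of at least 50% at 20 µM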
# NR2E3 ag-2 = activates human photoreceptor nuclear receptor NR2E3; GST-NR2E3/biotin-RetCOR TR-FRET, 1536-well; inhibition of corepressor binding, % at 4.78 µM; 320,000 compounds, 0.12% hits; AID 2300;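 active = percent inhibition above the cutoff of mean plus 3 SD of all tested compounds, set per screening campaign, cut at about 20% in these data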;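 note: 0% = DMSO wells and 100% = biotin wells as full block of FRET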
#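 Material: NR2E3–RetCOR corepressor complex / Incubation: Compound–protein incubation for 5 h at 4 °C / Dosing: compound at 4.8 µM, single dose / Detection: time-resolved FRET / Benchmarks: high control biotin, low control 0.6% DMSO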
# * hit, by the source's call; . = no result given.
# Values in the order: MITF TRPM1 inh, HIF-2a block, Vif inh, NR2E3 ag-1, PDI turbidity, NR2E3 ag-2, Shn3 inh set2, CaV13 FRET inh, CF NFkB inh, Peg3 promoter, KKLEB cytotox
1) Cc1ccc(S(=O)(=O)N2CCN(CC(=O)NCC3(N4CCOCC4)CCCCC3)CC2)cc1
 : -5, 12, -7, -1, 4, ., -2, -5, -17, -18, 0
2) CC(C)NC(=O)c1ccc(NC(=O)CC2SC(N3CCCC3)=NC2=O)cc1 (configuration not stated)
 : 18, 1, -2, -14, -6, -2, -11, -19, 2, 12, -12
3) CCc1nnc(NC(=O)CN2C(=O)c3ccccc3S2(=O)=O)s1
 : 1, 7, 13, -5, -12, 3, -3, -11, -2, 15, -10
4) Cc1cccc(-n2ncc3c(NCc4cccnc4)ncnc32)c1
 : -71, -269, -32, -85, 6, 3, -39, -7, 16, -308, -20
5) COc1ccc(Cc2nc3ccc(C(=O)NC(C)c4cnn(C)c4)cc3o2)cc1 (configuration not stated)
 : -4, 6, -16, -1, 7, ., 20, -6, -8, -8, 4
6) O=C1CC(Sc2nnc(-c3ccccc3)o2)C(=O)N1c1ccccc1 (configuration not stated)
 : 3, -96, ., -14, 4, 3, 32, -5, -2, -63, 1
7) CC1CCCN(CC(=O)Nc2cccc([N+](=O)[O-])c2)C1 (configuration not stated)
 : 2, 13, 3, -4, 0, 2, -5, -3, -4, 5, 11
8) COc1cc(Cl)ccc1OC1(C)CCN(Cc2ccc(-c3ccccn3)cc2)C1 (configuration not stated)
 : ., -8, 13, 16, 0, ., -3, -5, 12, -1, -5
9) Cc1nn(C)c(C(=O)N/N=C/c2cccc3ccccc23)c1Cl
 : -24, -109, 0, -1, 4, -3, -24, -6, 7, -72, 2
10) C(=C\c1ccccc1)/CSc1nnc(-c2cccnc2)o1
 : -3, -49, -3, -11, 1, 0, -2, -10, -1, -14, 3
11) O=C(CSc1ccc2c(c1)OCCO2)Nc1cccnc1
 : 12, -4, -13, 0, 1, 0, -41, -3, 8, 7, -9
12) COc1ccccc1C(=O)NC(=O)COC(=O)C1CCC1
 : -4, -5, 3, -13, -4, -2, 4, -5, -2, -16, -9
13) CCc1ccc(N2CCN(CCNC(=O)Nc3ccc(OC)cc3)CC2)cc1
 : -11, 5, -17, 5, -5, 2, 11, -2, 8, 15, -5
14) O=C(c1ccc(S(=O)(=O)Nc2ccccc2F)cc1)N1CCN(c2ccccn2)CC1
 : -3, 3, -8, -15, 0, ., 21, ., 12, 4, -7
15) Cc1c(C(=O)N2CCCC(C)C2)sc2ncnc(N3CCCCC3C)c12 (configuration not stated)
 : 12, 16, -7, 2, 2, 0, 27, 7, 11, 11, 9
16) O=C(O)CSc1nnc(-c2ccncc2)n1C1CCCCC1
 : 5, 13, -7, -2, 4, 4, -7, -4, 7, 8, -13
17) CCOC(=O)C1CCN(Cc2cn[nH]c2-c2ccccc2)CC1
 : -3, 20, 3, 5, -12, -5, 1, -2, 3, 18, 0
18) C=CCn1cnc2c(nnn2-c2ccc(OC)c(OC)c2)c1=O
 : -5, 5, 13, -9, 3, 2, -13, -2, 16, 7, -17
19) CCOC(=O)C1=C(C)C(c2ccc(OC)cc2)NC(=O)N1 (configuration not stated)
 : -6, 10, -2, -16, -4, -1, 6, -4, -8, 1, -2
20) Cc1ccc(OCC(=O)OCc2nc3scc(-c4ccccc4)c3c(=O)[nH]2)cc1C
 : -7, -3, -6, -14, 0, -3, -5, -6, 10, 5, 7
21) Cc1ccc(C(=O)Nc2ccccc2-c2ccccc2)cc1S(=O)(=O)Nc1ccccc1
 : -4, 16, -2, -1, 5, ., 31, -5, 9, 15, -10
22) CC(C)C(=O)N1CCC2(CC1)Oc1ccc(Cl)cc1C(=O)C21CC(c2cccnc2)=NO1 (configuration not stated)
 : -10, 6, ., -5, 6, 1, -6, -11, -11, -2, 11
23) COC(=O)c1ccc(CNC(=O)c2cc3ccccc3oc2=O)cc1
 : -4, 6, -4, -11, -1, 1, 9, -4, -9, 0, -1
24) CCOCCCN1CC(C(=O)NCCc2ccccc2)CC1=O (configuration not stated)
 : -3, 10, -1, -4, 7, 2, -12, -10, 6, 6, -3
25) CNC(=O)CSc1nc2nc(C)cc(C)n2n1
 : -1, 8, 15, -17, 10, 1, 13, ., -8, 0, 4
26) COc1ccc(NC(=O)CC(C)(C)C)c([N+](=O)[O-])c1
 : -2, -6, 5, -15, -2, 3, -2, -6, 14, 9, 5
27) O=C1NN(c2ccccc2)C(=O)C2C1C1C=CC2C12CC2 (configuration not stated)
 : 3, 13, 4, -3, -8, 0, 11, -4, -8, -2, 2
28) CCC(C)NC(=O)Nc1ccc(C)cc1C (configuration not stated)
 : 5, 11, 0, -8, -9, 2, 5, 5, 2, 1, -3
29) CC(OC(=O)/C=C/c1cccs1)C(=O)Nc1ccc(S(N)(=O)=O)cc1 (configuration not stated)
 : 5, 7, -3, -10, -3, -1, ., -5, 23, 3, -1
30) S=C1NCCOCCOCCOCCOCCN1
 : -7, 2, 30, -3, -2, 4, 8, -9, 12, -4, 4

# Among those listed so far, 12 have four or more nitrogen atoms:
# Values in the order: MITF TRPM1 inh, HIF-2a block, Vif inh, NR2E3 ag-1, PDI turbidity, NR2E3 ag-2, Shn3 inh set2, CaV13 FRET inh, CF NFkB inh, Peg3 promoter, KKLEB cytotox
1) Cc1ccc(S(=O)(=O)N2CCN(CC(=O)NCC3(N4CCOCC4)CCCCC3)CC2)cc1
 : -5, 12, -7, -1, 4, ., -2, -5, -17, -18, 0
2) CC(C)NC(=O)c1ccc(NC(=O)CC2SC(N3CCCC3)=NC2=O)cc1 (configuration not stated)
 : 18, 1, -2, -14, -6, -2, -11, -19, 2, 12, -12
3) CCc1nnc(NC(=O)CN2C(=O)c3ccccc3S2(=O)=O)s1
 : 1, 7, 13, -5, -12, 3, -3, -11, -2, 15, -10
4) Cc1cccc(-n2ncc3c(NCc4cccnc4)ncnc32)c1
 : -71, -269, -32, -85, 6, 3, -39, -7, 16, -308, -20
5) COc1ccc(Cc2nc3ccc(C(=O)NC(C)c4cnn(C)c4)cc3o2)cc1 (configuration not stated)
 : -4, 6, -16, -1, 7, ., 20, -6, -8, -8, 4
9) Cc1nn(C)c(C(=O)N/N=C/c2cccc3ccccc23)c1Cl
 : -24, -109, 0, -1, 4, -3, -24, -6, 7, -72, 2
13) CCc1ccc(N2CCN(CCNC(=O)Nc3ccc(OC)cc3)CC2)cc1
 : -11, 5, -17, 5, -5, 2, 11, -2, 8, 15, -5
14) O=C(c1ccc(S(=O)(=O)Nc2ccccc2F)cc1)N1CCN(c2ccccn2)CC1
 : -3, 3, -8, -15, 0, ., 21, ., 12, 4, -7
15) Cc1c(C(=O)N2CCCC(C)C2)sc2ncnc(N3CCCCC3C)c12 (configuration not stated)
 : 12, 16, -7, 2, 2, 0, 27, 7, 11, 11, 9
16) O=C(O)CSc1nnc(-c2ccncc2)n1C1CCCCC1
 : 5, 13, -7, -2, 4, 4, -7, -4, 7, 8, -13
18) C=CCn1cnc2c(nnn2-c2ccc(OC)c(OC)c2)c1=O
 : -5, 5, 13, -9, 3, 2, -13, -2, 16, 7, -17
25) CNC(=O)CSc1nc2nc(C)cc(C)n2n1
 : -1, 8, 15, -17, 10, 1, 13, ., -8, 0, 4

# More structures
# Values in the order: MITF TRPM1 inh, HIF-2a block, Vif inh, NR2E3 ag-1, PDI turbidity, NR2E3 ag-2, Shn3 inh set2, CaV13 FRET inh, CF NFkB inh, Peg3 promoter, KKLEB cytotox
31) CCC(=O)Nc1cccc(C2=NOC3(C2)C[C@H](C(N)=O)N(C(=O)Cc2ccc([N+](=O)[O-])cc2)C3)c1 (some centres not stated)
 : -6, 7, -6, -5, -3, 5, -14, -9, 8, 7, -6
32) OC[C@@H]1CN(Cc2ccc3c(c2)OCO3)C[C@H](n2cnc3c(NC4CC4)ncnc32)O1
 : ., 6, -9, -16, 3, ., 7, -10, -25, 4, 9
33) CCC(C)NC(=O)CSc1nc2cc3c(cc2c(=O)n1Cc1ccco1)OCO3 (configuration not stated)
 : 2, 8, 6, -19, 0, ., 0, -2, 15, 34, 4
34) CCOC(=O)c1c(NC(=S)Nc2ccc(OC)cc2)sc2c1CCCCC2
 : -3, -18, 1, 7, 29, 1, -9, -6, -17, -27, 6
35) COc1ccc2[nH]c3c(N4CCC(O)(c5cccc(C(F)(F)F)c5)CC4)ncnc3c2c1
 : 35, -7, 3, -1, 8, -1, 24, -2, -17, 57*, -9
36) CN1CCN(Cc2nc3ccccc3c(=O)n2Cc2nc(-c3ccccc3F)cs2)CC1
 : 27, -89, -6, -63, 10, 1, 0, -19, 8, -46, -14
37) CCCCCC(=O)N/N=C/c1ccc(N(C)C)cc1
 : -55, -198, 1, -15, 6, 2, -74, -4, -13, -170, 6
38) CCCCC(=O)NC(=S)Nc1cccc(C(=O)O)c1
 : 2, -26, 17, -29, -2, 6, -23, 4, -14, -6, -2
39) CCOC(=O)C1CCCN(C(=O)C2CCN(S(=O)(=O)c3cnc[nH]3)CC2)C1 (configuration not stated)
 : 0, 26, 1, -3, -9, -1, 2, -1, -8, 14, 6
40) O=C(O)CC/C(=C\c1ccc(Cl)c([N+](=O)[O-])c1)c1nc2ccccc2s1
 : -9, 10, -8, 4, 8, 1, -8, -3, 6, 16, 3
41) CCOC(=O)c1c(CSC(=N)N)n(C)c2cc(Br)c(OC(C)=O)cc12
 : 19, 3, -14, -11, -23, -2, -21, -5, 0, -7, 27
42) CC(=O)N1c2ccc(S(=O)(=O)N(C)CC(=O)NC(C)c3ccccc3)cc2CC1C (configuration not stated)
 : 3, 9, 23, -23, 24, -1, -7, -15, 0, 3, -2
